# High-throughput results deposited in PubChem by Fisher Drug Discovery Resource Center.
# mcGAS RapidFire: blocks mouse cGAS cGAMP production; Q8C6L5; recombinant mouse cGAS, cGAMP by RapidFire MS; inhibition, % at 12.5 µM; 130,000 tested, 0.18% active; AID 1259397;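 active = inhibition of cGAS enzyme activity at or above 60%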;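 also: enzyme stimulated by 45 bp dsDNA with ATP and GTP substrates; cGAMP share of summed cGAMP plus half ATP and half GTP signals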
# Target sequence (Q8C6L5 whole entry, looked up): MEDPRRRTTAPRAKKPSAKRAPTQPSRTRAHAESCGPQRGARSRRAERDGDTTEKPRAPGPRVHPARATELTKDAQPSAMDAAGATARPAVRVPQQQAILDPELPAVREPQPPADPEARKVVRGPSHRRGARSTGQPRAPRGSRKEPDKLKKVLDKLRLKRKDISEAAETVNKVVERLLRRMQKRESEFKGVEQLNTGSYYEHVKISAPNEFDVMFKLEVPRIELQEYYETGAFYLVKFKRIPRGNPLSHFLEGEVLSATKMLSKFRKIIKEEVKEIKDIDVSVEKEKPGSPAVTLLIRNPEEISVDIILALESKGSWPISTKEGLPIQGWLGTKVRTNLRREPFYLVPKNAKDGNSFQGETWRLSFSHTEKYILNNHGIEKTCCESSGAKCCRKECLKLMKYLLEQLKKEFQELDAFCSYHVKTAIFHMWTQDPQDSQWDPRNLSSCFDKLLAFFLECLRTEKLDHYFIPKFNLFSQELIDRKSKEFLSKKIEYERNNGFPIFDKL
# * = called active by the depositor; & = joins results of further samples.
nr	SMILES	mcGAS RapidFire
1	COCc1[nH]nc2c1C(c1cc(OC)c(OC)cc1OC)C(C#N)C(=N)O2 (stereo not given)	-15.8
2	Cc1ccc(C(=O)NCc2ccccc2OC(F)F)cn1	1.8
3	CCCCN1N=C(c2ccc(Cl)cc2)Cn2c1nc1c2c(=O)n(C)c(=O)n1C	-0.1
4	CN(CCC1CCOCC1)Cc1nc(-c2cccc(Cl)c2)no1	-10.1
5	CN=c1scc(-c2ccccc2F)n1N=Cc1ccc(SC)cc1	-42.9
6	COc1cc(CNc2nn[nH]n2)cc(Cl)c1OCc1ccccc1F	-22.9
7	C=C(Br)COc1nnc(-c2ccccc2)o1	-38.1
8	CC1(C(=O)Nc2ccccc2Br)CCN1C(=O)C1CCCCC1 (stereo not given)	-2.2
9	CCOC(=O)N(C)CC(=O)NCC1(c2cccc(Cl)c2)CCOCC1	2.4
10	O=[N+]([O-])c1ccc(CS(=O)c2nc(C(F)(F)F)cc(C(F)(F)F)n2)cc1 (stereo not given)	-31.0
11	N#Cc1ccc(CNC(=O)C2(C(=O)Nc3ccc(F)cc3)CC2)c(F)c1	-0.1
12	Cn1c(SCC(=O)NC(=O)NCc2ccco2)nnc1-c1ccco1	-8.8
13	CC(C)N1C(=O)COCc2ccc(-c3cccnc3)cc21	-10.7
14	Cc1cc(N2CCC(C3(c4cccnc4)NC(=O)NC3=O)CC2)nc2ccccc12 (stereo not given)	3.7
15	O=C(O)[C@H]1C[C@H](C(=O)NCc2cccnc2)CN(CCc2ccccc2)C1	0.2
16	Cc1cnc(CNC(=O)CC(=O)Nc2cc(Cl)ccc2C)cn1	-12.5
17	O=c1[nH]c(=S)[nH]c2ccccc12	-9.8
18	Cc1nc([N+](=O)[O-])cn1CCC(=O)N[C@@]1(c2ccccc2)CCCC[C@H]1O	-3.2
19	Cc1ccc(C2=NN(C(=O)CN3CCC(Cc4ccccc4)CC3)C(c3ccccc3)C2)cc1C (stereo not given)	-8.2
20	Cc1cc(=O)n(C)cc1NC(=O)COc1c(C)cccc1C	2.6
21	COc1ccc(-c2cn(-c3ccccc3)nc2C(=O)N2CCNC(=O)C2)cc1OC	0.1
22	COc1ccc(-n2ncc3c2CC(C)(C)CC3NC(=O)CSc2ncccn2)cc1 (stereo not given)	-7.0
23	O=C(O)c1c[nH]c2cc3c(cc2c1=O)OCCO3	0.8
24	CN(C)C(=S)CC(O)(c1ccccc1)c1ccccc1	3.7
25	Cc1nc(CN2CCC(C(=O)NCc3ccccc3C)CC2)cs1	-1.5
26	O=C(NC1CCCCC1)N1CCn2cccc2C1c1ccccc1F (stereo not given)	-5.3
27	O=[N+]([O-])c1ccc(NCc2cccc(C(F)(F)F)c2)c(S(=O)(=O)N2CCOCC2)c1	10.3
28	O=C(Nn1cnc2c(cnn2-c2cccc(Cl)c2)c1=O)C1(c2ccc(Cl)cc2)CCCC1	-2.6
29	CCn1nc(C)c(C(=O)N2CCCC(O)(CO)CC2)c1C (stereo not given)	-27.0
30	O=C(C1CSc2ccccc2O1)N1CCC(c2ccc(O)cc2)CC1 (stereo not given)	-1.8
31	CCCCCCCCn1c(C)cc(=O)[nH]c1=O	-2.4
32	CC(Oc1ccccc1F)C(=O)NCCn1ncccc1=O (stereo not given)	-0.1
33	COC(=O)C1CCN(CC(O)COc2cccc(CNCC(F)(F)F)c2)CC1 (stereo not given)	10.3
34	C#CCn1cnc(-c2ccccc2)c1NC(=O)c1cc(C)ccc1F	-32.6
35	CCOc1ccc(NC(=O)N(C)Cc2nccs2)cc1C	-13.6
36	CCN=C(NC#N)SCC(=O)N(CC)CC	-1.0
37	O=C(Nc1cccc(-c2nccs2)c1)N1CCCCCCC1	-4.3
38	Cn1ccnc1C(NCC1CNc2ccnn2C1)c1ccc(F)cc1 (stereo not given)	-3.8
39	O=C(Cn1cccc(C(F)(F)F)c1=O)NCCC12CC3CC(CC(C3)C1)C2	7.2
40	CCc1nc(C)c(C(=O)NCCCn2nnc3ccccc32)o1	-14.4
41	Cc1ccc2nc(C3CC3)cc(C(=O)NCc3c(C)noc3C)c2c1	1.5
42	Cc1c(Cl)cccc1N1N=C2NN(c3ccccc3)C(=N)C2N1 (stereo not given)	-9.8
43	CCn1nnc2c(SCC(=O)NC(C)(C)C)ncnc21	-2.6
44	Cc1c(C(=O)NCCC2CN(C)CCO2)n(C)c2c(C)cccc12 (stereo not given)	-16.5
45	O=C1NCCN2CCN(Cc3cccc4nonc34)CC12 (stereo not given)	-4.9

# Quoted from above (3 entries):
nr	SMILES	mcGAS RapidFire
43	CCn1nnc2c(SCC(=O)NC(C)(C)C)ncnc21	-2.6
44	Cc1c(C(=O)NCCC2CN(C)CCO2)n(C)c2c(C)cccc12 (stereo not given)	-16.5
45	O=C1NCCN2CCN(Cc3cccc4nonc34)CC12 (stereo not given)	-4.9

# The results go on.
nr	SMILES	mcGAS RapidFire
46	CN(CCNC(=O)COc1ccc(CC#N)cc1)C1CC1	-2.0
47	CCOCC(=O)Nc1c(C)nc2ccc(C)cn2c1=O	-7.6
48	Cc1nccn1-c1ccc(NC(=O)c2ccc(N3CCNC3=O)cc2)cn1	1.0
49	CC1(C)CNC(=O)c2nc(C3CC(=O)N(C4CC4)C3)[nH]c2C1 (stereo not given)	-2.0
50	CC(=O)c1ccc(Oc2nc(C)nc(N3CCCC(C)C3)c2N)cc1 (stereo not given)	-4.1
51	Cc1cc(N2CCCC2)ccc1NC(=O)CCn1cnc2ccccc2c1=O	-14.4
52	Cc1ccc(S(=O)(=O)N2CCCCC2)cc1C(=O)NCc1ccc(CN2CCOCC2)cc1	-0.1
53	CCN=c1ccc(C#N)cn1C(=O)COc1ccc(C(=O)CC)cc1	-2.6
54	O=C(O)c1ccc(Br)c(F)c1	-0.4
55	CCNC(=O)CN(CC)S(=O)(=O)c1cnn(-c2ccc(F)cc2)c1C	2.6
56	CN(Cc1n[nH]c(=O)n1Cc1ccc(Cl)cc1Cl)S(C)(=O)=O	-4.8
57	Cc1ccc(C)c(C2CC(=O)Nc3c2c(C)nn3-c2ccc(Cl)nn2)c1 (stereo not given)	2.5
58	Nc1nc2c(nc(Br)n2[C@@H]2O[C@@H]3COP(=O)(O)O[C@H]3[C@H]2O)c(=O)[nH]1	-6.7
59	C=CCC(C)(C)CN1CCN(C)C2(CCN(C(=O)N(CC)CC)CC2)C1	-16.2
60	O=C(NC1CCC(O)CC1)c1c(OCc2ccccn2)nn2ccsc12 (stereo not given)	-1.8
61	COCc1ccc(CN2CCCC(C(=O)c3cc(C)c(OC)c(C)c3)C2)o1 (stereo not given)	-16.0&-2.3
62	CCCc1c(C(=O)O)cnn1-c1cccc(F)c1	-3.0
63	C=CCN(CC=C)Cn1c(=S)oc2ccc(S(=O)(=O)Nc3ccc(OC)cc3)cc21	-1.9
64	Cc1oc(-c2ccccc2)nc1CC(=O)NC(C)CCCO (stereo not given)	-7.6
65	Cc1ccc(C)c(CN2CCN(Cc3ccc(C)o3)C(CCO)C2)c1 (stereo not given)	-1.9
66	Cc1cccc(Nc2ccc(N3CCN(C(=O)C4CCCO4)CC3)nn2)n1 (stereo not given)	-5.8
67	Cc1ccc(S(=O)(=O)n2cc(-c3ccc(Cl)cc3)c(N)n2)cc1F	3.8
68	CC(=O)N(C)c1ccc(NC(=O)CN2CCCC(C(=O)c3ccccn3)C2)cc1 (stereo not given)	-7.0
69	CCOc1ccc(CN2C(=O)C(C)C(C)C2=O)nc1 (stereo not given)	0.3
70	O=C(CNC(=O)N1CCC(Cc2cccc(F)c2)CC1)N1CCCCC1	-1.2
71	CN(CCc1ccccc1)C1CCCN(C(=O)c2ccccc2Cl)C1 (stereo not given)	-5.1&-1.0
72	O=C(NN=Cc1ccc(N2CCOCC2)s1)NN=Cc1ccc(N2CCOCC2)s1	-5.0
73	Cn1c(Cc2csc(NC(=O)c3ccc(Cl)o3)n2)n[nH]c1=S	2.5
74	CCCCc1nn(-c2ccccc2C(F)(F)F)c(=O)n1Cc1ccc(-c2ccccc2S(=O)(=O)NC(=O)c2sccc2C)cc1	-12.6
75	CC(=O)C1(C)CC2(CC(C)(C)OC2=O)C(=O)O1 (stereo not given)	-4.4
76	COc1ccc(C(=O)C2CCCN(Cc3cc4ccccc4o3)C2)c(OC)c1 (stereo not given)	5.1
77	CCc1cnccc1NC(=O)c1cnn(C)c1-n1c(C)ccc1C	-2.4
78	Cc1cccnc1C1=NOC(Cc2ccccc2)C(=O)N1Cc1ccccc1 (stereo not given)	7.2
79	CCN1C(=O)C2CSCN2C1=O (stereo not given)	-8.2
80	CCn1ncnc1CN1CCC(c2[nH]ncc2-c2cccc(OC)c2)CC1	-14.3
81	CCc1nc(CN2CCN(Cc3ccc(C)o3)C(CCO)C2)c(C)[nH]1 (stereo not given)	-5.4
82	CCc1nc(COC(=O)CC(NC(C)=O)c2ccc(C)cc2)cs1 (stereo not given)	4.4
83	Cc1ccc(Nc2nc(NCCc3ccccc3)nc3nccnc23)c(C)c1	-14.7
84	Cc1noc(C)c1CNC(=O)c1cccc(NC(=O)c2ccco2)c1C	-7.0
85	CCC(C)C(=O)NS(=O)(=O)c1c(Cl)nc2ccccn12 (stereo not given)	-4.7
86	CCCN(Cc1ccncc1)C(=O)C1COc2ccccc2O1 (stereo not given)	-9.5
87	COC(=O)c1sccc1S(=O)(=O)Nc1ccc(OC(F)F)cc1	4.4
88	O=C(Nc1c2c(nn1-c1ccc(F)cc1)CS(=O)(=O)C2)C12CC3CC(CC(C3)C1)C2	-3.5
89	Cc1ccccc1C(C)NC(=O)CCn1cnc2sc3c(c2c1=O)CCCC3 (stereo not given)	-8.1
90	CC(C)C1(CNC(=O)c2ccc(Br)s2)CC1	-24.8&0.0
91	CC(C)Oc1cccc(C(=O)C2CCCN(C(=O)c3cncs3)C2)c1 (stereo not given)	-12.2
92	O=C(Cc1ccc(Cl)c(Cl)c1)Nc1ccc(N2CCCC2)cn1	3.5
93	CCOC(=O)C1(Cc2ccccc2C(F)(F)F)CCN(C(=O)Cc2nonc2C)CC1	-7.8
94	O=C(c1cc(C2CC2)[nH]n1)N1C[C@@H]2C3CCC(CC3)[C@@H]2C1	-33.3
95	CN1Cc2c(N)cccc2C(c2ccccc2)C1 (stereo not given)	-9.4&1.4
96	CCN(CC)C1=CC(=O)OC12CCCCC2	-13.7
97	O=C1C(c2ccccc2)=S=C2C(N3CCOCC3)=Nc3ccccc3N12	-5.6
98	CNCC(=O)NCCc1cnn(-c2ccccc2)c1	0.1
99	N#Cc1ccc(N2CCCN(c3cc(Cl)nc(N)n3)CC2)cc1	-26.9
100	O=C(NC1CCN(c2ccc(OC(F)F)cc2)CC1)c1ccccn1	-3.1
101	COc1cc(CN2C(=O)C3(CCC3)ON=C2c2ccccc2)cc(OC)c1	-6.5
102	Nc1cnccc1-c1cccc(F)c1	-9.9
103	Cc1cc(N2CCN(C)CC2)ccc1NC(=O)C1=Cc2ccccc2OC1	-6.9
104	O=C(NCCn1nc(-c2cccnc2)ccc1=O)Nc1ccc(C(F)(F)F)cc1	-2.5
105	Cc1ccc(C(=O)N2CCC3(CCCN(Cc4ccc(F)cc4)C3)C2)cn1 (stereo not given)	-5.3

# Additional records follow.
nr	SMILES	mcGAS RapidFire
106	COc1cc(C(=O)Nc2c3c(nn2-c2ccccc2C)CS(=O)(=O)C3)cc(OC)c1OC	-0.6
107	O=C(c1cnc2sc3ccccc3n12)C(F)(F)F	-4.0
108	CCN(CCO)c1nc(-c2ccc(F)cc2)cs1	-2.4
109	CN(Cc1cc(-c2ccccc2)no1)Cc1nc(-c2ccc3c(c2)OCO3)no1	-2.2
110	Cc1c(C(=O)N(C)C2CCCCC2)c(C(F)(F)F)nn1C1CCCN(C)C1 (stereo not given)	-6.5
111	C=c1[nH]n(Cc2ccccc2)c(=O)/c1=C/c1ccc(N(C)C)cc1	-4.2
112	O=C(NCCCn1nc(-c2ccncc2)ccc1=O)c1ccccc1F	-3.1
113	Cc1cc(NS(=O)(=O)c2c(F)cccc2F)ccn1	-6.8
114	Cc1cc(F)ccc1S(=O)(=O)NCC(C)N1CCCCC1C (stereo not given)	-13.4
115	CCC(C)CN(CC)C(=O)c1csc(Cc2ccccc2F)n1 (stereo not given)	-6.3
116	CC1(C)C(=O)NCCN1C(=O)CC(c1cccc(Cl)c1)c1ccccc1O (stereo not given)	-5.0
117	COC(=O)c1ccc(C(=O)N2CCOC(Cc3cccc(F)c3)C2)cc1 (stereo not given)	-6.7
118	Cc1cccn2c(=O)cc(CSc3nnc(-c4cc5c(s4)CCC(C)C5)o3)nc12 (stereo not given)	-4.3
119	Cc1c(NC(=S)NN=Cc2ccc(Br)cc2)c(=O)n(-c2ccccc2)n1C	-5.7
120	Cc1noc(C)c1CNC(=O)c1csc(CN(C)C)n1	-2.1
121	Cc1nc(Oc2ccc(Br)cc2F)c2c(C)c(C)sc2n1	-21.2
122	CC1CC(N2CCCC2Cn2cncn2)C(=O)O1 (stereo not given)	-8.1
123	Cn1c(=O)c2c(ncn2CC(=O)c2ccc(Br)s2)n(C)c1=O	-14.2
124	O=C(Nc1nc(-c2ccncc2)cs1)c1cc(F)c(F)cc1Cl	-5.4
125	Cc1c(NC(C)C(C)C)cccc1C(=O)OCC(N)=O (stereo not given)	-4.3
126	O=c1c2ccccc2oc2nc3ccc(CN4CCOCC4)cc3cc12	-5.8
127	Fc1ccc(C2CC(c3ccccc3F)n3ncnc3N2)cc1 (stereo not given)	-8.0
128	C=C1CCC(C2CC(=O)OC2=O)C(=O)CCC2C1CC2(C)C (stereo not given)	22.6
129	c1ccc(-c2nc3c(c(NCc4cn5ccsc5n4)n2)CCNC3)cc1	-12.6
130	CCN1CCN(C2(C(=O)NCCc3ccccc3F)Cc3ccccc3C2)CC1	-3.0
131	CC(C)(O)CSCCNC(=O)C1CC(=O)N(c2cccc3ccccc23)C1 (stereo not given)	-2.6
132	CN(c1nc2nonc2nc1NC1CC1)C1CCOC1 (stereo not given)	-2.2
133	CN(C)c1ccnc(NCCc2cccc(Cl)c2)n1	-0.9
134	COc1ccc(OCCNC(=O)C2(C)CCN2Cc2ccc(-c3ccccn3)cc2)cc1 (stereo not given)	-8.4
135	COCCn1cc(NC(=O)NCc2ccccc2OC)c2ccccc21	-6.5

# Only part of the results is shown; rates above refer to the full screens.
